S3 lipid droplet – qHTS Assay for Lipid Storage Modulators in Drosophila S3 Cells; Drosophila S3 cells, BODIPY lipid droplet fluorescence, 18-24 h; cells fed with added oleic acid; lipid storage change, negative = inhibition, % at the top dose, mostly 46.1 µM; hits show Potency in µM; 0.64% of 320,000 active; active means well fitted inhibition curve with a large enough effect in the signal ratio, with a control signal flat, not every such curve was filed as active; inconclusive means small, poorly fitted or top-dose-only effect, or effect the other way, or a change in a side signal; the % refers to the signal ratio
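Laser-scanning cytometry quantifies lipid droplet accumulation (500–530 nm total intensity; droplet/cell object ratio) in oleic acid-fed (400 uM added) Drosophila S3 cells treated with a concentration series. 20 uM Triacsin C defined 100% inhibition.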
S3 lipid droplet cell count max – second read-out of S3 lipid droplet, no call of its own (marks repeat the call); cell number change, %; measured here: cell count max response;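 cells counted by Cell Tracker Red CMTPX staining in the red channel; peak over a dose series mostly up to 46.1 µM; percent activity relative to internal control wells on each plate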
An asterisk follows results filed as active; i = inactive; ? = inconclusive; nt = no result given. On the % scale 0 is the no-effect control and ±100 the full control effect; potency means the concentration at half of the fitted maximal effect.

SMILES	S3 lipid droplet	S3 lipid droplet cell count max
CC1=[N+](C)N(c2ccccc2)C(=O)C1N=Cc1ccccc1Cl (stereo not drawn)	?	nt
Cc1nn(C)cc1CN1CCC(n2nccc2NC(=O)CCCc2ccccc2)CC1	?	nt
CCNC(=S)N1CCn2cccc2C1c1ccc(F)cc1 (stereo not drawn)	-4%	7
Cc1ccsc1CN(C)C(=O)c1cc(S(=O)(=O)N2CCOCC2)ccc1N1CCCC1	?	nt
Cc1cccc(NC(=O)CCN2CC(C)OC(C)C2)c1 (stereo not drawn)	-2%	15
CC(C)CNC(CC(=O)O)c1ccccc1 (stereo not drawn)	5%	19
Cc1cc(C)n(-c2ccc(C(=O)OCC(=O)Nc3ccc(Cl)c(S(=O)(=O)N(C)C)c3)cc2)n1	?	nt
CCOC(=O)c1cccc(NC(=O)CCc2nc(-c3ccc(C)cc3)no2)c1	?	nt
CN(C)c1ccc(C(=O)Nc2cccc(S(=O)(=O)N3CCCC3)c2)cc1	5%	-9
CC(C)c1cc(CN2CCN(Cc3ccc(F)c(F)c3)C(CCO)C2)[nH]n1 (stereo not drawn)	-9%	3
CCC1Oc2ccc(C)cc2N(CC(=O)NCc2cccs2)C1=O (stereo not drawn)	-5%	2
CCOc1ccc(C2Nc3cccc4cccc(c34)N2)cc1OC	-10%	-13
CC(=O)c1cccc(NC(=O)C2=CN3CCS(=O)(=O)N=C3C=C2)c1	5%	-8
COc1ccc(-n2c(SCC(=O)NC3CCCCC3)nc3ccsc3c2=O)cc1	-4%	nt
COc1ccc(NC(=O)C(=O)NCCC2CCCCN2S(=O)(=O)c2cccs2)cc1 (stereo not drawn)	?	nt
COC(=O)c1ccccc1NC(=O)N1CCN(Cc2ccco2)CC1	?	nt
CC(=O)Nc1ccc(NC(=O)Cn2c(-c3ccc(F)cc3)cnc2SCC(=O)Nc2c(C)cccc2C)cc1	?	nt
CCOc1ccc(N2C(=O)C3C4C=CC([C@H]5CC45)[C@@H]3C2=O)cc1 (stereo partly drawn)	-22%	-5
CCCNS(=O)(=O)c1ccc(OC)c(Cl)c1Cl	?	nt
CN1CCc2cccc3c2C1Cc1ccc(O)c(O)c1-3 (stereo not drawn)	?	nt

Profiles as entered above.
`CCOc1ccc(N2C(=O)C3C4C=CC([C@H]5CC45)[C@@H]3C2=O)cc1` (stereo partly drawn) is listed as S3 lipid droplet: -22%; S3 lipid droplet cell count max: -5
`COc1ccc(NC(=O)C(=O)NCCC2CCCCN2S(=O)(=O)c2cccs2)cc1` (stereo not drawn) is listed as S3 lipid droplet: ?; S3 lipid droplet cell count max: nt

The results go on.
SMILES	S3 lipid droplet	S3 lipid droplet cell count max
CC1CCCC(NC(=O)Cn2cc([N+](=O)[O-])ccc2=O)C1C (stereo not drawn)	?	nt
CSCCC(=O)N1CCCC(N(C)CCc2ccccc2)C1 (stereo not drawn)	8%	-2
CC1CN(Cc2cc(=O)[nH]c(C3CC3)n2)CC(C)O1 (stereo not drawn)	i	nt
CCC1=C2CC[C@H]3C(=O)NC(=O)[C@H]3[C@H]2[C@@]2(Cc3ccccc3)C(=NCC(=O)OC)OC(=O)N2C1=O	-3%	14
CN1CCN(NC(=O)c2cccc(Br)c2)CC1	-7%	23
CCn1c(=O)cc(OCC(=O)NC2CCCCC2)c2ccccc21	i	nt
Cc1nnc(NC(=O)CSc2nnc(-c3ccoc3C)n2CC(C)C)s1	-8%	2
O=C1N=C(N2CCN(c3ccccc3)CC2)S/C1=C\c1ccco1	?	nt
COc1cc(C(=O)O)cc(NC(=O)c2ccco2)c1OC	11%	3
O=C(NCCc1ccccc1)C1CCCN1S(=O)(=O)c1cccc2nsnc12 (stereo not drawn)	?	nt
Cc1ccnc(SCC(=O)N2CCN(C(c3ccccc3)c3ccccc3)CC2)n1	?	nt
CCc1ccc2c(c1)cc(CN(C(=S)Nc1ccccc1Cl)C1CC1)c1nnnn12	?	nt
Cc1cccc(C(=O)Nc2cc(S(=O)(=O)N3CCOCC3)ccc2N2CCCC2)c1	i	-17
Cc1cc(C)cc(C(=O)NCC(=O)NCCc2c[nH]c3ccccc23)c1	?	nt
CN(Cc1ccccc1)C1CCNCC1	?	nt
O=C(CN1CCN(C(=O)C2CCC2)CC1)Nc1ccc(F)cc1	?	nt
O=C(CSc1nc2ccccc2c(=O)n1NC(=O)Cc1ccccc1)NCc1ccccc1Cl	-14%	-2
COc1ccc(C(=O)Cn2c3ccccc3n3nc(CCC(=O)O)c(=O)nc23)cc1OC	?	nt
CCCCSc1nnc(C)c(=O)[nH]1	?	nt
O=C(Oc1ccc(Cl)cc1N1C(=O)CCC1=O)c1ccco1	?	nt
C/C=C/c1ccc(OCCCCN(C)Cc2ccccc2)c(OC)c1	?	nt
c1ccc2ncc(-n3cnnn3)cc2c1	i	nt
Fc1ccccc1CSc1nc2ccccc2[nH]1	?	nt
O=C(Nc1ccc(Cl)c(Cl)c1)N1N=CCC1c1ccccc1 (stereo not drawn)	?	nt
CC1(C)CC(=O)C2=C(C1)N(Cc1ccccc1)C(=O)C2(NC(=O)C(C)(C)C)C(F)(F)F (stereo not drawn)	?	nt
O=C(Nc1cccc(C(=O)N2CCCCCC2)c1)c1ccco1	?	nt
CC1(C(=O)OCC(=O)Nc2nc(-c3ccc(F)c(F)c3)cs2)CC1(Cl)Cl (stereo not drawn)	-2%	13
CN=c1sc(C(=O)Nc2cccc(Cl)c2)cc(=O)n1C	9%	-12
COc1ccc(OCC(O)CN2CC(C)OC(C)C2)cc1 (stereo not drawn)	i	13
Cn1cccc1CC(=O)N/N=C/c1ccc(Cl)cc1	17%	-8
CS(=O)(=O)Nc1ccccc1C(=O)N1CCN(c2ccccc2)CC1	?	nt
COc1cccc2c1CCc1c-2nc2ccccc2c1C(=O)O	?	nt
Cc1ccc2c(c1)NC(c1cccs1)C1=C(CC(C)(C)CC1=O)N2 (stereo not drawn)	?	nt
Cc1ccc(N(CC(=O)Nc2ccccc2-c2ccccc2)S(=O)(=O)c2ccccc2)c(C)c1	?	nt
CCN(CC)c1ccc(C(=O)OCC(=O)Nc2ccccc2-c2ccccc2)cc1	?	nt
CCOC(=O)N1CCN(Cc2nc(-c3cccc(Cl)c3)no2)CC1	9%	6
COCCN1C(=O)N[C@@H](c2cccc(F)c2)C(C(=O)OC)=C1C	?	nt
COc1cccc(N(C(=O)Cc2cccs2)C(C(=O)NC2CCCC2)c2ccncc2)c1 (stereo not drawn)	?	nt
Cc1cc(=O)[nH]c(SCC(=O)N2CCC(Cc3ccccc3)CC2)n1	?	nt
Cc1cccc(NC(=O)C(=O)NCCc2c[nH]c3ccccc23)c1C	5%	0
CC(C)CCCC(C)CCOC(=O)CN1CCCC1 (stereo not drawn)	-3%	6
COc1ccc(O)c(C2=Nc3ccccc3N=C(c3cccs3)C2)c1	?	nt
COc1ccc(Cc2nnc(SCC(=O)c3ccc(OC)cc3)o2)cc1	?	nt
COC(=O)COc1ccc2oc(=O)cc(-c3cc4ccccc4o3)c2c1	i	-13
CCOC(=O)c1c(C)[nH]c(C=Nc2ccccc2)c1O	?	nt
CCC(=O)Nc1ccc(SC#N)cc1C	?	nt
CCCCNc1c(-c2ccc(SC(C)CC)cc2)nc2ccccn12 (stereo not drawn)	?	nt
CN=C1S/C(=C\c2ccc(Sc3ccc(Cl)cc3)o2)C(=O)N1C	13%	nt
COc1cc(NC(=O)c2ccc(C)cc2C)ccc1NC(=O)c1cccs1	?	nt
Cc1ccccc1NC(=O)Cc1nc(COC(=O)Cc2c(F)cccc2Cl)cs1	?	nt
CCCCCCn1c(=O)c(-c2ccccc2)c(O)c2ccccc21	-22%	-25
C=CCN1C(=O)CN=C1Nc1cccc(C)c1	7%	-7
COc1ccc(NC2c3ccccc3C(=O)N2c2cccnc2)cc1 (stereo not drawn)	0%	16
COc1ccc(N2CCC(CNS(=O)(=O)c3cccc(C(F)(F)F)c3)C2)cc1 (stereo not drawn)	?	nt
CCN(Cc1ccncc1)C(=O)c1cccc(S(=O)(=O)N2CCOCC2)c1	19%	2
CC1=C2C(CCS2(=O)=O)CC2(C1)C(=O)OC(C)(C)OC2=O (stereo not drawn)	?	nt
O=C(Nc1nc(-c2cccnc2)cs1)c1ccccc1[N+](=O)[O-]	?	nt
O=C(COC(=O)c1ccncc1)c1ccc(Cl)c(Cl)c1	-4%	1
CC1C(=O)Nc2ccc(S(=O)(=O)NCc3ccc(Cl)cc3)cc2NC1=O (stereo not drawn)	?	nt
CC1(C)ON(C2CCCCC2)[C@H]2c3nc4ccccc4n3C[C@H]21	?	nt

3 of the compounds above, field by field:
CS(=O)(=O)Nc1ccccc1C(=O)N1CCN(c2ccccc2)CC1
  S3 lipid droplet: ?; S3 lipid droplet cell count max: nt

CC1=C2C(CCS2(=O)=O)CC2(C1)C(=O)OC(C)(C)OC2=O (stereo not drawn)
  S3 lipid droplet: ?; S3 lipid droplet cell count max: nt

COC(=O)c1ccccc1NC(=O)N1CCN(Cc2ccco2)CC1
  S3 lipid droplet: ?; S3 lipid droplet cell count max: nt

Continuation:
SMILES	S3 lipid droplet	S3 lipid droplet cell count max
Cc1nc(CC(=O)N/N=C/c2ccc(OCC(=O)O)cc2)cs1	12%	-3
O=C(c1ccc(S(=O)(=O)N2CCCCC2)cc1)N1CCN=C1SCc1cccnc1	?	nt
O=C(O)CCC(=O)NNC(=O)COc1cccc(Cl)c1	0%	0
COC(=O)/C=c1\[nH]c2nnc(C)n2c1=O	?	nt
CC(C)(C)OC(=O)C(C)(C)O/N=C(\C(=O)O)c1csc(N)n1	-1%	-1
CC1CCCN(C(=O)c2nn(C)c3c2CSc2ccccc2-3)C1 (stereo not drawn)	?	nt
COc1ccc(NS(=O)(=O)c2cccc(C(=O)NNC(=O)CNC(=O)c3ccccc3F)c2)cc1	?	nt
CCOc1ccc(CCNC(=O)c2ccc(CS(=O)Cc3cccc(Cl)c3)o2)cc1 (stereo not drawn)	i	nt
Cc1cccc(NC(=O)CSc2ccc(-c3ccc4c(c3)OCO4)nn2)c1C	?	nt
CCOC(=O)CNC(=O)c1c(C)nn(-c2ccccc2)c1Cl	?	nt
Fc1ccc(NC(=S)NCCN2CCOCC2)c(F)c1F	6%	nt
Cc1ccc(/C=N/NC(=O)Cc2c[nH]c3ccccc23)c(C)c1	?	nt
Nn1c(COc2ccccc2F)nnc1SCC(=O)NC1CC1	?	nt
Cc1cc2cc(C)c(NCCNC(=O)c3ccccc3Cl)nc2cc1C	-7%	-6
N#Cc1ccc(OCC(O)CS(=O)(=O)c2ccccc2)cc1 (stereo not drawn)	-25%	-23
CCS(=O)(=O)N1CCN(Cc2ccccc2OC)CC1	-27%	nt
Cc1nnc(SCC(=O)NC(C)(C)C)n1NCc1cccc(Br)c1	?	nt
CCOC(=O)c1nnn(CC(=O)NC(=O)Nc2ccccc2)c1C(=O)OCC	?	nt
CN(C)C(=O)c1ccc(NC(=O)c2sccc2-c2ccccc2)cc1	-14%	nt
O=C(O)CCc1ccc(-c2ccc(Br)cc2)n1NC(=O)c1ccc([N+](=O)[O-])cc1	-5%	7

Gathered by group, those above with a COOH group (eight)
SMILES	S3 lipid droplet	S3 lipid droplet cell count max
CC(C)CNC(CC(=O)O)c1ccccc1 (stereo not drawn)	5%	19
COc1cc(C(=O)O)cc(NC(=O)c2ccco2)c1OC	11%	3
COc1ccc(C(=O)Cn2c3ccccc3n3nc(CCC(=O)O)c(=O)nc23)cc1OC	?	nt
COc1cccc2c1CCc1c-2nc2ccccc2c1C(=O)O	?	nt
Cc1nc(CC(=O)N/N=C/c2ccc(OCC(=O)O)cc2)cs1	12%	-3
O=C(O)CCC(=O)NNC(=O)COc1cccc(Cl)c1	0%	0
CC(C)(C)OC(=O)C(C)(C)O/N=C(\C(=O)O)c1csc(N)n1	-1%	-1
O=C(O)CCc1ccc(-c2ccc(Br)cc2)n1NC(=O)c1ccc([N+](=O)[O-])cc1	-5%	7

(more compounds)
SMILES	S3 lipid droplet	S3 lipid droplet cell count max
CCOC(=O)CSc1nc(-c2ccccc2)nc2ccc(F)cc12	?	nt
CC(=O)CCc1c(C)c2cc(C)ccc2[nH]c1=O	i	4
O=C(CCSCCC(=O)NCc1cccs1)NCc1cccs1	-3%	-12
COC(=O)C1=C(N)Oc2cc(C)oc(=O)c2C1c1cccnc1 (stereo not drawn)	21%	8
COCC(=O)Nc1ccccc1C(=O)NC(C)C	-93%	nt
COc1ccc(S(=O)(=O)N2CCOCC2)cc1NC(=O)CSc1nnnn1C1CC1	?	nt
C=CCOc1c(Br)cc(/C=N/NC(=O)Cc2ccc(C(F)(F)F)cc2[N+](=O)[O-])cc1OC	?	nt
COc1ccc(N2CCN(C(=O)CN(C)S(=O)(=O)c3cnc[nH]3)CC2)cc1	3%	8
COc1ccc(C(=O)/C=C/c2ccc(OC3CSC3)cc2)cc1	?	nt
CNc1oc(Cc2ccccc2)nc1S(=O)(=O)c1ccccc1	?	nt
COCCn1c(C)cc(C(=O)COC(=O)CNC(=O)c2ccco2)c1C	?	nt
Cn1c(NC(=O)C[n+]2cc(-c3ccc(Cl)cc3)n3c2CCC3)cc(=O)n(C)c1=O	3%	10
O=C1CC(N2CCN(c3cccc(C(F)(F)F)c3)CC2)C(=O)N1c1ccccc1F (stereo not drawn)	10%	-15
O=C(Nc1cccc(-c2ccc(N3CCCCC3)nn2)c1)C(F)(F)F	?	nt
CSc1ccc(NC(=O)Nc2ccccc2C(N)=O)cc1	15%	-5
N#C/C(=C\c1ccc(OC(=O)c2cccs2)cc1)c1nc2ccccc2[nH]1	28%	nt
Cc1ccc(-c2nnc(-c3ccccc3)c(-c3ccccc3)n2)cc1	16%	2
COC(=O)c1cccc(NC(=S)NCc2ccc(Cl)cc2)c1	?	nt

From PubChem

Some of the compounds tested; rates above refer to the full screens.
